# GALK inhibitor – qHTS Assay for Inhibitors of Human Galactokinase (GALK): NCGC Sytravon Library Screen; 44,000 tested, under 10 active; AID 1347072, 2019; P51570; Potency, µM (series often up to 57.5 µM), for the others: at the highest dose activity, negative = inhibition, most hits filed as inhibitors; recombinant GALK, Kinase-Glo ATP luminescence, 1 h;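 further: plate controls were full GALK reaction for no effect and reaction lacking GALK for full effect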
# Target sequence (P51570 whole entry, looked up): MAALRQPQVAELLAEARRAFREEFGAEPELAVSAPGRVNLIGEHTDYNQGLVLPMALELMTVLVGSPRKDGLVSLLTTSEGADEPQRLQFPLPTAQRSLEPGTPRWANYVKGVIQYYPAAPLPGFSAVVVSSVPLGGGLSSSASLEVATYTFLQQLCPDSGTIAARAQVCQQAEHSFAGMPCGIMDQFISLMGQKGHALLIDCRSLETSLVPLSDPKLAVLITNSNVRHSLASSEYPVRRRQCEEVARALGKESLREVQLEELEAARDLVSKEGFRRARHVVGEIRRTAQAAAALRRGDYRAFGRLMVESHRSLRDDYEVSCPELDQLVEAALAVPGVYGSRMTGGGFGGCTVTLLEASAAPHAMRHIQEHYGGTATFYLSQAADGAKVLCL
#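 5 nM GALK; 35 uM ATP; 100 uM D-galactose; 20 mM HEPES pH 8.0, 5 mM MgCl2, 60 mM NaCl, 1 mM DTT, 0.01% BSA; 1 h RT; Kinase-Glo Plus luminescence.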
# NTMT1 inh – Primary qHTS for Inhibitors of N-terminal methyltransferase 1 (NTMT1): MTaseGlo Assay; N-terminal Xaa-Pro-Lys N-methyltransferase 1 (Homo sapiens), Q9BV86; NTMT1 MTase-Glo SAH luminescence, purified enzyme; Potency, µM (doses to about 114 µM), inactives show at the top dose activity change, negative = inhibition, hits mostly inhibitors; hit rate 2.5% among 59,000;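 further: potency means the concentration at half of the fitted maximal effect; plate controls were DMSO vehicle for no effect and no enzyme for full effect; nearly all actives have a fitted effect of over 65% in size; many of its hits are not listed in these tables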
# Target sequence (Q9BV86 whole entry, looked up): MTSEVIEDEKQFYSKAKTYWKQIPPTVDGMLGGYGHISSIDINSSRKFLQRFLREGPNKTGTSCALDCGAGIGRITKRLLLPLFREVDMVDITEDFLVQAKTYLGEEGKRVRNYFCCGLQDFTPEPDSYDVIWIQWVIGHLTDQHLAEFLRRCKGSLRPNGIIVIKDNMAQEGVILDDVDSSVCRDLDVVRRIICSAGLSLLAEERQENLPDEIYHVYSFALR
# p53null 39C tox – qHTS Screen for Compounds that Selectively Target Cancer Cells with p53 Mutations: Cytotoxicity of p53 Null Cells at the Nonpermissive Temperature; H1299 p53-null (neo) cells, 39C, ATPlite viability, 24 h; Potency, µM (highest dose often 46.1 µM), for inactives: top-dose activity, negative = cell killing, most hits filed as cytotoxic; hit rate 0.97% among 55,000;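 further: potency means the concentration at half of the fitted maximal effect; 0% = DMSO only and -100% = full killing by 100 µM tamoxifen; nearly all actives have a fitted effect of over 50% in size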
#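 Temperature-shift cytotoxicity format: compound titrations on p53-null or A138V-expressing H1299 cells held 24 hr at 39C, cell ATP then measured, AC50 from Hill model.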
# p53null 32C kill – qHTS Screen for Compounds that Selectively Target Cancer Cells with p53 Mutations: Cytotoxicity of p53 Null Cells at the Permissive Temperature | hit rate 0.62% among 55,000 | H1299-neo p53 null cells, ATP luminescence, 24 h, 32C | Potency, µM (series often up to 46.1 µM), for the others: at the top dose activity change, negative = cytotoxicity, hits mostly cytotoxic | AID 903, 2007;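 further: potency means the concentration at half of the fitted maximal effect; 0% = DMSO only and -100% = full killing by 100 µM tamoxifen; nearly all actives have a fitted effect of over 55% in size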
#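 Luminescent ATP readout gave cell viability of p53-null H1299-neo cells after a 24 h compound exposure at the permissive 32C. Titrations ran up to 46 uM, and AC50s were fitted with the standard Hill equation.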
# PTAP-TSG101 blk – qHTS Validation Assay for Inhibitors of HIV-1 Budding by Blocking the Interaction of PTAP/TSG101: Sytravon Library Screen; Tumor susceptibility gene 101 protein (Homo sapiens), Q99816; Fluorescence polarization, FITC-PTAP peptide/Tsg101, 20 min; Potency, µM (series often up to 115 µM), inactives show at the highest dose activity change, negative = inhibition, actives largely listed as inhibitors; 44,000 tested, under 10 active; further: potency means the concentration at half of the fitted maximal effect; 0% is about no effect
#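 qHTS FP binding, 20 min r.t.: 10 uM Tsg101 domain + 50 nM FITC-PTAP peptide, pH 7.5 HEPES buffer with TCEP and EDTA.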
# FH mod – Identification of activators of human fumarate hydratase by quantitative high-throughput screening. Fumarate hydratase, mitochondrial (Homo sapiens), P07954. FH coupled MDH/diaphorase resazurin fluorescence, 15 min. Potency, µM (doses to about 79.9 µM), for the others: at the highest dose activity change, negative = inhibition, most hits filed as inhibitors. hit rate 0.22% among 54,000; further: potency means the concentration at half of the fitted maximal effect; on the % scale 0 is the no-effect control and ±100 the full control effect; the screen sought activators but most active calls are inhibition curves; nearly all actives have a fitted effect of over 45% in size
# B2AR arrestin ag – qHTS assay of beta-arrestin-biased ligands of beta2-adrenergic receptor: NCGC Sytravon Library Screen. Potency, µM (series often up to 46.1 µM), for the others: at the highest dose activation, most hits filed as activators. HTLA Tango cells, beta-arrestin recruitment, luciferase luminescence, 18 h. AID 1347077, 2019. Beta-2 adrenergic receptor (Homo sapiens), P07550. 44,000 tested, under 10 active;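 further: potency means the concentration at half of the fitted maximal effect; 0% = DMSO and full agonism = EC100 isoproterenol or metaproterenol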
# Target sequence (P07550 whole entry, looked up): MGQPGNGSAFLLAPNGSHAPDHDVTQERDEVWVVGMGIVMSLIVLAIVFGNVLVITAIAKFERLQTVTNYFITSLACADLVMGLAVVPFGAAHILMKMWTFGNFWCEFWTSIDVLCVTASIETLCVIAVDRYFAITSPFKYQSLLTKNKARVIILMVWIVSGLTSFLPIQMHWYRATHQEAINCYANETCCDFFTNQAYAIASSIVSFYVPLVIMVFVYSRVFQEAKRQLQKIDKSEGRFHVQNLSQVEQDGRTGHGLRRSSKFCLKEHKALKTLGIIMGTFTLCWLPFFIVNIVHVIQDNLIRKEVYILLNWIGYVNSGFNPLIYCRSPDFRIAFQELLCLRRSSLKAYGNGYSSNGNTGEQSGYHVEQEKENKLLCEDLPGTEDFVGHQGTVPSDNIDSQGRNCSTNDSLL
#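 Tango cells expressing recombinant beta2-AR and beta-arrestin were treated with compounds (up to 46 microM titration) in DMEM with 1% FBS for 18 hr at 37 degrees C. Beta-arrestin recruitment drove tTA-dependent luciferase, read by luminescence; curves were fitted and classed.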
# Active calls of the source: *; ? = inconclusive; . = no result given; [ ] = remark or other dose. The call rests on the fitted dose curve; in most records, active means well fitted curve in the direction sought with a large enough effect; inconclusive means small, poorly fitted or top-dose-only effect, or another doubt; inactive means no such curve, though single readings can be large; an effect the other way counts as inactive or inconclusive.
SMILES,GALK inhibitor,NTMT1 inh,p53null 39C tox,p53null 32C kill,PTAP-TSG101 blk,FH mod,B2AR arrestin ag
Cc1cccc(NC(=O)CSc2nc3ccc(NC(=O)COc4ccccc4C)cc3s2)c1,-11%,3%,-7%,-4%,2%,-5%,-2%
O=C(Nc1cccc(Cl)c1)C1CCN(S(=O)(=O)Cc2ccccc2)CC1,-12%,.,-10%,3%,-2%,.,-3%
Cc1cn2c(=O)cc(COC(=O)c3cccc(NC(=O)COc4ccc(Cl)cc4)c3)nc2s1,0%,8%,-3%,0%,0%,-4%,0%
CCN(CC)c1ncnc2c1cnn2-c1cc(Cl)ccc1C,-4%,1%,25%,6%,-2%,-2%,-1%
CC(C)CCN1C(=O)c2ccccc2CC1(C)C(=O)NC1CCC(C)CC1 (centres undefined),-9%,9%,-17%,-8%,-3%,2%,0%
CSc1ccc(CCNC(=O)NCc2noc3ccccc23)cc1,?,19%,-15%,-2%,-4%,1%,0%
Cc1cccc(-n2c(=O)c3c(c4cc(C)ccc4n3C)n(CC(=O)Nc3ccc(C)c(C)c3)c2=O)c1,1%,-3%,3%,-5%,3%,0%,1%
COc1ccc(CCNC(=O)CCS(=O)(=O)c2ccc3c(c2)oc(=O)n3C)cc1OC,1%,?,6%,3%,0%,?,-1%
O=c1cc(-c2ccccc2)n2c(SCc3ccc(F)cc3)nnc2[nH]1,-1%,-2%,19%,-5%,-6%,-15%,-3%
Cc1cc(NC(=O)CSc2nc3c([nH]c4ccccc43)c(=O)n2-c2ccccc2F)no1,-4%,12%,5%,5%,-2%,-17%,6%
COc1ccc(S(=O)(=O)N(CC(=O)N(C)Cc2ccccc2)c2ccc(Cl)cc2)cc1,3%,-22%,-18%,27%,-3%,-19%,1%
CCOc1ccc(CNC(=O)Cc2ccc(NC(=O)N3CCSc4ncccc43)cc2)cc1,-1%,4%,-12%,-10%,4%,0%,2%
O=c1c2sc3ccccc3c2n(Cc2ccc(F)cc2Cl)c(=O)n1Cc1ccccc1,2%,8%,-14%,12%,0%,-3%,1%
O=C(NCc1cccc(Br)c1)C1CCCCN1S(=O)(=O)c1ccc(F)cc1 (centres undefined),-1%,.,-13%,-4%,-8%,.,0%
Cc1ccc2c(CC(=O)N(Cc3cccc(Cl)c3)C3CCS(=O)(=O)C3)coc2c1 (centres undefined),8%,6%,-11%,18%,-2%,-26%,0%
CCOc1ccc(CNC(=O)Cn2nc(N3CCN(c4ccccc4)CC3)ccc2=O)cc1,0%,-8%,11%,4%,0%,-25%,2%
COC(=O)c1c(-c2cccs2)csc1NC(=O)c1ccc(C)cc1,1%,-28%,?,-1%,2%,-3%,-2%
Cc1ccc(N2CCN(C(=O)c3cnc(N4CCCCC4)c4ccccc34)CC2)c(C)c1,-1%,-2%,16%,52%[activator],-3%,-16%,0%
COc1ccc(N2CC(NC(=O)C(c3ccccc3)c3ccccc3)CC2=O)cc1OC (centres undefined),1%,-6%,-8%,-1%,-1%,-5%,-3%
CCc1ccc2c(c1)NC(c1ccc(OC)cc1)=NC(c1ccncc1)=N2,?,?,-11%,-3%,1%,-2%,-1%
CCc1ccccc1NC(=O)CN1C(=O)CCn2nc(-c3cccn3C)cc21,0%,9%,-6%,1%,2%,-4%,-1%
CCC1CN(C(=O)N2CCC(C(=O)NCc3ccc(OC)cc3OC)CC2)c2cc(C)ccc2O1 (centres undefined),1%,3%,6%,21%,-1%,-11%,2%
Cc1ccc(CN(Cc2ccco2)C(=O)COc2c(C)cc(C)cc2C)cc1,-1%,10%,?,59%[activator],2%,-15%,-2%
Cc1sc2ncn(CC(=O)Nc3cccc(C(F)(F)F)c3)c(=O)c2c1S(=O)(=O)N1CCC(C)CC1,-2%,-2%,-22%,-12%,-1%,5%,-2%
Cc1ccc(Sc2ccc(N3CCC(C(=O)Nc4ccc(C)c(F)c4)CC3)nn2)cc1,2%,6%,-1%,1%,1%,6%,1%
Cc1cc(C(=O)Nc2cccc(C)c2C)c2c(C)nn(-c3cccc(F)c3)c2n1,-2%,?,3%,9%,0%,-6%,0%
COc1cccc(-n2cc(C(=O)Nc3cccc(C(F)(F)F)c3)c3ccccc3c2=O)c1,-10%,?,104%[activator],8%,-2%,?,0%
O=C(CCC(=O)N1Cc2ccccc2Oc2ncccc21)Nc1ccc(Cl)cc1,-1%,-5%,?,15%,0%,-4%,-2%
COc1cccc(NC(=O)c2sc3nc(N4CCOCC4)c4c(c3c2N)CC(C)(C)OC4)c1,3%,10%,-1%,-5%,-2%,2%,-1%
Cc1ccccc1NC(=O)/C(C#N)=C/c1ccc(Cl)cc1Cl,5%,4%,-6%,?,-17%,-11%,-1%
COc1ccc(CNCc2ccc3c(c2)n(C)c(=O)n3C)cc1,-7%,0%,6%,-7%,-1%,-8%,-5%
Cc1ccc(C)c(N2CCN(C(=O)C3CCN(S(=O)(=O)c4ccc5[nH]c(=O)oc5c4)CC3)CC2)c1,0%,7%,0%,14%,3%,-26%,3%
CCOc1nc(NC(=O)NS(=O)(=O)Oc2ccc(Cl)cc2)nc(-c2ccccc2)n1,7%,-13%,?,0%,-4%,-9%,2%
CCOc1ccc(CCNC(=O)C2Cc3ccccc3N2C(=O)CC)cc1OCC (centres undefined),3%,13%,28%,2%,0%,-18%,0%
O=C(CCCCn1c(=O)[nH]c2ccsc2c1=O)N1CCN(c2cccc(Cl)c2)CC1,6%,0%,9%,28%,-6%,-22%,0%
Cc1cc(C)c(S(=O)(=O)NCCc2cc3ccc(C)cc3[nH]c2=O)c(C)c1,2%,2%,9%,-4%,1%,-2%,0%

# Full records, quoted from the list. Order of screens: GALK inhibitor	NTMT1 inh	p53null 39C tox	p53null 32C kill	PTAP-TSG101 blk	FH mod	B2AR arrestin ag
# Results for CCc1ccccc1NC(=O)CN1C(=O)CCn2nc(-c3cccn3C)cc21 : 0%	9%	-6%	1%	2%	-4%	-1%
# Results for Cc1cc(C)c(S(=O)(=O)NCCc2cc3ccc(C)cc3[nH]c2=O)c(C)c1 : 2%	2%	9%	-4%	1%	-2%	0%
# Results for Cc1ccc2c(CC(=O)N(Cc3cccc(Cl)c3)C3CCS(=O)(=O)C3)coc2c1 (centres undefined) : 8%	6%	-11%	18%	-2%	-26%	0%
# Results for COC(=O)c1c(-c2cccs2)csc1NC(=O)c1ccc(C)cc1 : 1%	-28%	?	-1%	2%	-3%	-2%

# Next part
SMILES,GALK inhibitor,NTMT1 inh,p53null 39C tox,p53null 32C kill,PTAP-TSG101 blk,FH mod,B2AR arrestin ag
CC(CNC(=O)c1ccc(Cn2c(SCc3ccccc3)nc3cccnc32)cc1)c1ccccc1 (centres undefined),-4%,-19%,?,-4%,-6%,-16%,2%
CCc1ccccc1N(C)C(=O)c1nn(-c2ccc(OC)cc2)c(=O)c2c1c1ccccc1n2C,1%,20%,4%,1%,1%,-17%,-1%
CCc1ccc(NC(=O)CC2C(=O)N(c3cccc(C)c3)C(=O)N2Cc2ccco2)cc1 (centres undefined),0%,.,2%,-2%,-5%,.,-1%
COCCCNC(=O)CSc1nc2c(sc3ccccc32)c(=O)n1CCc1ccccc1,1%,11%,4%,3%,-10%,0%,-3%
CCC(=O)Nc1nnc(S(=O)(=O)N(C)Cc2ccccc2)s1,2%,15%,-9%,-15%,2%,-1%,0%
Cc1ccc(CN2CCSc3ccc(C(=O)Nc4cc(C)cc(C)c4)cc32)cc1,7%,-1%,-3%,-3%,4%,9%,1%
O=C(c1ccc2c(c1)CCN2S(=O)(=O)c1ccccc1)N1CCN(c2ccccc2F)CC1,-1%,3%,3%,-2%,-2%,19%,-2%
COc1ccc(-c2ccnc3c2c(=O)n(C)c(=O)n3C)cc1OC,8%,10%,.,.,-7%,-1%,-1%
Cc1ccc(CNC(=O)c2ccc(CSCc3ccc(C)cc3)o2)cc1,1%,1%,5%,16%,-1%,-24%,0%
CC(C)(C)C(=O)Nc1cccc(C(=O)OCc2cc(=O)n3nc(C4CCCCC4)sc3n2)c1,-2%,-16%,1%,-4%,-1%,-31%,0%
CCc1ccccc1NC(=O)c1ccc2c(c1)N(Cc1cccc(Cl)c1)C(=O)c1ccccc1S2(=O)=O,-1%,3%,-21%,9%,0%,-10%,-2%
Cc1ccc(-c2noc(CNC(=O)c3ccccc3)n2)cc1,-10%,1%,4%,-7%,-3%,0%,-1%
CCOc1ccccc1NC(=O)CSc1nc2c([nH]c3ccccc32)c(=O)n1-c1ccccc1,2%,1%,-28%,12%,0%,-22%,1%
COc1cc2c(cc1OC)C(COc1ccc3c(C)cc(=O)oc3c1)N(C(=O)c1ccccc1C)CC2 (centres undefined),-4%,-2%,-10%,-2%,0%,4%,0%
CCOC(=O)N1CCC(NC(=O)c2ccc3c(c2)N(Cc2ccccc2)C(=O)c2ccccc2S3(=O)=O)CC1,-2%,16%,-2%,3%,-11%,-12%,0%
CCC(C)NC(=O)c1cn(CC)c2ccc(S(=O)(=O)N3CCc4ccccc4C3)cc2c1=O (centres undefined),1%,-14%,-14%,-7%,-4%,-23%,0%
CCOC(=O)C1CCN(C(=O)c2cc3sc(C)cc3n2C)CC1,-9%,5%,-13%,-1%,-1%,-2%,0%
CCC(O)c1nc2ccccc2n1Cc1cccc(Cl)c1 (centres undefined),-8%,14%,?,-2%,-1%,-15%,-1%
O=C(c1ccc2c(c1)N(Cc1ccc(F)cc1)C(=O)c1ccccc1S2(=O)=O)N1CCC(Cc2ccccc2)CC1,0%,14%,-1%,-4%,-2%,-16%,-2%
CC1=C(C(=O)OC2CCCCCC2)C(c2cccc(F)c2F)CC(=O)N1 (centres undefined),1%,7%,-11%,-19%,-4%,1%,-2%
COc1ccc(NC(=O)CSc2nc(-c3ccc(F)cc3)[nH]c2-c2ccc(C)cc2)cc1OC,3%,-9%,-3%,10%,4%,?,7%
O=C(Nc1ccc2nc(SCC(=O)N3CCOCC3)sc2c1)c1ccc(F)cc1,0%,-1%,?,-23%,1%,-8%,0%
COc1cc(OC)c(NC(=O)CCS(=O)(=O)c2ccc3c(c2)oc(=O)n3C)cc1Cl,-1%,23%,-25%,-2%,-8%,?,-1%
CCN(CC)S(=O)(=O)c1ccc2c(c1)c(=O)c(C(=O)N1CCN(c3ccc(OC)cc3)CC1)cn2C,0%,5%,11%,5%,-2%,1%,0%

# Bioassay records (PubChem)

# Some of the compounds tested (hit frequency here may not be typical).
